# Source: PubChem
# HSF-1 act – increases HSF-1 driven luciferase reporter signal. 300,000 tested, 1.7% active. AID 504408. NIH3T3-HGL HSF-1 luciferase reporter, MG132, 8 h; 100% = twice DMSO control signal. activation, % at 9 µM;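 active means mean replicate activation of at least 50% with a set share of replicates each reaching 50%; inconclusive means only one of those two conditions met; inactive means mean below 50% and too few replicates reaching it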;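 further: 0% = median of the neutral control wells and 100% = twice that signal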
# IEC-6 tox – IEC-6 cytotoxicity, counter-screen for KLF5 inhibitors. luminescence viability. inhibition, % at 5 µM. 290,000 tested, 0.78% active. AID 1825; in the data active means inhibition above about 22%;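 further: 0% = plate median of test compound wells and 100% = cytotoxic reference compound wells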
# HIF act – HIF pathway transcriptional activation | activation, % at 7.5 µM (by protocol) | U2OS HRE-luciferase reporter, luminescence; normalized: DMSO 0%, desferrioxamine 100% | AID 1910 | 300,000 tested, 0.32% active;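 active means mean activation of at least 10% of the iron chelator positive control signal, with at least half of replicates also reaching 10%; inconclusive means mean and replicate majority disagree about reaching 10%; inactive means mean and most replicates under 10%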
# GSK3A inh – blocks human GSK-3 alpha kinase; P49840; ADP-Glo luminescence, 60 min; inhibition, % at 10 µM; 320,000 tested, 0.1% active;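 in the data active means inhibition above about 50%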;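 further: GST-tagged GSK-3 alpha with peptide substrate and 25 µM ATP; 0% = DMSO neutral wells and 100% = GW8510 positive control wells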
# Target sequence (P49840 whole entry, looked up): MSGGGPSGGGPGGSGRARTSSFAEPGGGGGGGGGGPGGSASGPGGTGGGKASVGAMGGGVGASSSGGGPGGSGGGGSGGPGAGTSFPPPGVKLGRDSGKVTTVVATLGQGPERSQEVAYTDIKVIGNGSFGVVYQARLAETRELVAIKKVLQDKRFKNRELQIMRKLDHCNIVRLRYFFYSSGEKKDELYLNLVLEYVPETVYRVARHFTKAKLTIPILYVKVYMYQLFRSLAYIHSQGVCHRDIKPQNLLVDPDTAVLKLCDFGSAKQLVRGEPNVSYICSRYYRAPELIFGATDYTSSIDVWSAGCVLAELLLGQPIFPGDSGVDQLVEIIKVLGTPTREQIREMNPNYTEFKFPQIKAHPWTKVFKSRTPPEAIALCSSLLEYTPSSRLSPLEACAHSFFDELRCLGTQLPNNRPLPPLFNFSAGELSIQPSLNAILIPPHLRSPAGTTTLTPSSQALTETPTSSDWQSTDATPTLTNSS
# HSP90 inh – inhibitors of HSP90 luciferase refolding in rabbit reticulocyte lysate; luciferase refolding luminescence, 3 h; inhibition, % at 5.6 µM; 290,000 tested, 0.91% active; AID 1789;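 active means inhibition above the screen-wide mean plus 3 SD, computed separately per campaign, cut at about 16% in these data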;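 further: 0% = DMSO wells and 100% = 60 µM geldanamycin wells; inhibitors lower the luminescence because luciferase stays unfolded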
# aSyn 5UTR inh – MLPCN primary screen, SNCA 5' untranslated region | alpha-synuclein 5'UTR reporter, inhibitor activity | inhibition, % (tested at 7.5 µM) | 300,000 tested, 0.82% active; in the data active means inhibition above about 60%; inconclusive means no clear call, values can overlap the other calls;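 further: H4 neuroglioblastoma cells stably carrying SNCA 5'UTR luciferase fusion; 0% = DMSO wells and 100% = positive control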
# AI-2 QS modul – modulators of Vibrio harveyi AI-2 quorum sensing system; Vibrio harveyi JMH597 AI-2 luminescence/OD600 ratio, 9 h; hits give low values; strain lacks LuxN and CqsS sensors; 0 = neutral-control median; activity change, % at 7.5 µM; 300,000 tested, 0.4% active; AID 2094; in the data active means activity change below about -75%, passing the limit was not always enough; inconclusive means no clear call, values can overlap the other calls;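 further: luminescence divided by OD600 gain over 9 h not by final OD600 alone; inactives centre near 13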
# HSF1 inhib – HSF1 inhibition. NIH3T3-HGL HSE-luciferase, MG132-induced, luminescence 8 h; hits give low values. activity change, negative = inhibition, % at 7.5 µM (by protocol). 300,000 tested, 0.77% active. AID 2098;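 active means more than half of replicate wells show activity change below -50%, luminescence cut by over half; inconclusive means some wells, but at most half, below -50%; inactive means no replicate well below -50%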;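 further: luciferase reports HSF-1 transcriptional activity via heat shock element; 0% = median of DMSO wells and -100% = zero luminescence signal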
# GSK3beta inhib – blocks human GSK3beta kinase activity. P49841. GST-GSK3beta kinase, ADP-Glo luminescence, 60 min; hits give low values. activity score (negative = inhibition), % at 10 µM. 300,000 tested, 0.038% active;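 active means more than half of replicate wells score below -50%, meaning over 50% inhibition versus plate controls; inconclusive means some replicates but at most half score below -50%; inactive means no replicate scores below -50%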;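 further: 0% = median DMSO wells and -100% = median GW8510 positive control wells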
# Target sequence (P49841 whole entry, looked up): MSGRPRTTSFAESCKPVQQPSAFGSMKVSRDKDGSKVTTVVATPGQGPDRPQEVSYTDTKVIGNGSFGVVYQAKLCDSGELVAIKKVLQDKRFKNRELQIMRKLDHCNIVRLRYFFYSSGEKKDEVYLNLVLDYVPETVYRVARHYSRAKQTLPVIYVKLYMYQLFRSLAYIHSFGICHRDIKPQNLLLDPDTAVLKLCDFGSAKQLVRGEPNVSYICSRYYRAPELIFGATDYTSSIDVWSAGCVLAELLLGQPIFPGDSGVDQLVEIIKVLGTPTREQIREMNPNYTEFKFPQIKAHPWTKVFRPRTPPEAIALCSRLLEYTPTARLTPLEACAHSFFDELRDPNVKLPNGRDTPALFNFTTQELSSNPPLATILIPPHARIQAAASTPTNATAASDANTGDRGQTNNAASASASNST
#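 Test system: GST-fused GSK3beta enzyme, cell-free | Quantity: 1.6 ng GST-GSK3beta enzyme per well | Reagent: 25 µM ATP with peptide substrate | Schedule: 60 min enzyme reaction, room temperature | Signal: Luminescent ADP-Glo measurement of ADP formed | Read-out basis: Score relative to plate controls | Control set: DMSO and 20 µM GW8510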
# KLF5 inh – kruppel-like factor 5 inhibition; DLD-1 KLF5 promoter-luciferase reporter, luminescence; inhibition, % at 5 µM; 290,000 tested, 0.23% active; AID 1700;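 active means inhibition above a per-plate limit of that plate's mean compound inhibition plus 3 SD, cut at about 60% in these data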;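 further: 0% = DMSO wells and 100% = LY294002 at 200 µM; higher means less KLF5 promoter-driven luciferase light; inactives centre near -14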
# Starred values were filed as active, the others as inactive; u = inconclusive; x = not tested or not shown. Rows were taken by chance; about 4.7% have a hit in one of these screens.
structure	HSF-1 act	IEC-6 tox	HIF act	GSK3A inh	HSP90 inh	aSyn 5UTR inh	AI-2 QS modul	HSF1 inhib	GSK3beta inhib	KLF5 inh
CCOP(=O)(OCC)C(NC(=O)Nc1ccc(Cl)cc1)c1ccccc1 (stereo unspecified)	10	-8	-1.0	-2	-1	10	18	1	-2	-17
Cc1ccccc1NC(=S)N(CCc1c(C)[nH]c2ccc(F)cc12)Cc1ccncc1	-4	2	-0.9	-1	-1	-18	45	-2	1	-32
COc1cc(CCC(=O)OCC(=O)Nc2ccccc2C#N)cc(OC)c1OC	5	1	-0.1	0	3	5	14	-2	1	2
NC(=O)C1CCN(CC(=O)NC2CCCc3ccccc32)CC1 (stereo unspecified)	25	-1	-0.3	3	-2	17	18	2	2	-48
CCn1c2ccccc2c2cc(NC(=O)CSc3nnc(-c4cccc(OC)c4)n3N)ccc21	58*	4	0.0	0	0	21	11	20	0	-6
O=C(Nc1ccccc1)Nc1csc2ccccc12	43	8	1.6	-1	9	-165	19	16	2	-69
CN(C)c1cc(NC(=O)CNC(C)(C)C)c2ccccc2n1	-35	1	2.0	-1	4	20	11	-13	0	-59
O=C1c2cccnc2C(=O)N1Cc1cccs1	4	1	-0.4	-2	1	-12	21	14	0	-51
COc1ccccc1CC(NC(C)=O)C(=O)N1CCN(C(=O)c2cccs2)CC1 (stereo unspecified)	10	-5	-1.0	-1	-2	-15	14	-1	3	-36
O=C(NNC(=O)c1cc2ccccc2cc1O)Nc1ccc(F)cc1F	-4	1	-0.6	0	-2	16	22	-1	0	-16
Cc1ccc(S(=O)(=O)N2CCC(=O)N(C(COCc3ccc(C(F)(F)F)cc3)C(C)C)CC2)cc1 (stereo unspecified)	15	-4	-0.3	-3	1	26	10	11	6	-5
CCOc1ccc(NC(=O)c2cccnc2SC)cc1	8	-3	0.5	1	-1	-24	13	5	-3	-64
Cc1ccc(C(=O)Oc2coc(CSc3nnc(NC(=O)c4cccs4)s3)cc2=O)cc1	9	7	0.1	-4	2	13	-11	-3	2	10
CCOC(=O)/C(=N\Nc1ccccc1Cl)N1CC(C)OC(C)C1 (stereo unspecified)	2	-4	0.0	10	-3	13	13	-7	2	5
Cc1cc(C)n2nc(C(=O)N/N=C/c3cn(C)nc3C)nc2n1	2	2	-0.3	0	6	28	32	-8	2	11
CSC1=NCCN1C(=O)C(C)Oc1ccccc1 (stereo unspecified)	-1	-1	0.2	-1	-6	-7	34	-2	1	2
COc1ccc(S(=O)(=O)N(C)c2ccc(C(=O)NCC3CCCO3)cc2)cc1OC (stereo unspecified)	8	3	0.6	3	2	29	0	-1	1	-53
CC(=O)N1CCc2cc(S(=O)(=O)C(C)CC(=O)NCc3ccc(C)o3)ccc21 (stereo unspecified)	-8	-3	x	x	11	-8	-2	0	3	-2
CCCCn1c(CCC(=O)O)ccc1-c1cccs1	1	-1	0.1	1	3	8	22	3	3	-22
CCc1c(C)nc2cc(-c3ccc(OC)c(OC)c3)nn2c1N1CCCC1	x	11	-0.3	-1	-5	31	10	x	-2	-32
CCOc1cc2nc3c4ccccc4n(C)c3nc2cc1OCC	14	1	0.0	-2	-1	-62	13	-11	1	-31
CC(NC(=O)c1ccc(CS(C)(=O)=O)cc1)C1CC2CCC1C2 (stereo unspecified)	-3	0	-0.2	-2	-4	2	15	-9	2	-39
O=C/C=C/c1c(-c2ccccc2)cc2oc3ccccc3cc1-2	u	5	3.0	2	2	-34	2	52	-1	-24
CCn1c(Cc2ccccc2)nnc1SCC(=O)N1CCCC1=O	14	-1	0.6	-1	-2	1	6	-5	4	-33
Cc1c(Nc2cc(N3CCCC(C)C3)c3nonc3c2[N+](=O)[O-])c(=O)n(-c2ccccc2)n1C (stereo unspecified)	4	7	-0.8	-1	4	21	2	0	1	0
CCOC(=O)c1ccc(S(=O)(=O)N2CCN(CC(O)COc3cccc(C(C)=O)c3)CC2)cc1 (stereo unspecified)	3	-2	1.9	-2	1	4	21	3	1	-38
Cc1nc(NCC2CCCO2)nc2c1C(=O)CC(C)(C)C2 (stereo unspecified)	-2	5	-0.1	5	1	45	14	-10	0	-18
CCCCn1c(N)c(N(CC(C)C)C(=O)c2cccc(S(=O)(=O)N(C)c3ccc(C)cc3)c2)c(=O)[nH]c1=O	2	x	-0.4	-3	x	1	21	4	-4	x
CCc1ccccc1NC(=O)CCCSc1nc2ccccc2s1	22	8	0.3	-3	0	-18	15	6	-2	-6
Cc1ccc(C(=O)N/N=C\c2ccc([N+](=O)[O-])o2)cn1	4	-22	-0.6	1	10	-15	u	3	0	-18
Cc1cc(C)nc(SCc2ccc(C(=O)N/N=C/c3ccncc3)cc2)n1	-2	2	-1.2	-2	1	15	2	-9	0	-12
Cc1ccc(OCc2cc(C(=O)N3CCCC(O)C3)no2)cn1 (stereo unspecified)	11	2	0.7	1	-1	-26	17	0	-4	-24
COc1ccc(-c2cc(C(=O)Nc3ccc4c(c3)OCO4)no2)cc1OC	0	3	0.0	0	-3	-18	9	-1	-2	21
COc1ccc(Cc2nc3ccc(C(=O)NCC4COCCO4)cc3o2)cc1 (stereo unspecified)	18	1	0.3	1	-1	-10	26	0	-2	-22
COC(=O)c1ccccc1N/C=C/C(=O)c1ccc(Br)cc1	23	3	1.8	0	-1	-132	35	-4	-1	-23
CCN(CC)c1ncnc2c1cnn2Cc1ccc(Cl)cc1	8	3	-0.9	-3	2	22	17	-3	2	4
CCCn1c(SCC(=O)c2[nH]c(C)c(C(C)=O)c2C)n[nH]c1=O	4	4	-0.2	-4	1	-16	3	-2	-2	-1
CCOc1cc(/C=C2/C(=N)N3C(=NC2=O)SN=C3S(C)(=O)=O)ccc1OS(=O)(=O)c1ccccc1	6	-9	-0.6	-5	-2	-10	32	4	4	-31
COCCOC(=O)C1=C(C)NC(=O)NC1c1cn(-c2ccccc2)nc1-c1cccs1 (stereo unspecified)	2	3	-0.4	-2	-1	11	16	8	4	-26
Cc1ccc(Cn2c(CCC(=O)O)nc3ncccc3c2=O)cc1	-11	1	1.0	-1	1	-1	9	-8	1	-5
OCC1(CC2CCCCO2)CCN(Cc2nc3ccccc3[nH]2)CC1 (stereo unspecified)	-6	8	-0.6	0	-2	-6	15	1	1	-14
CCOc1cc(C2Nc3cccc4cccc(c34)N2)ccc1O	3	-8	-0.9	-3	2	-6	29	-1	-18	-40
COc1cc(-c2c(C#N)c(=O)[nH]c3c2c(C)nn3-c2ccccc2)ccc1O	1	-6	-0.3	-7	2	-4	10	-7	2	-44
S=C(NCCN1CCOCC1)N/N=C/c1ccccc1	10	2	-0.7	4	-2	1	6	1	-2	-40
CC(=O)c1cccc(N(CC(=O)NC2CCCCC2)C(=O)c2csnn2)c1	-5	0	-0.3	-1	-5	1	16	-4	-1	0
CC1=NC(=O)C(N=Nc2cccc(O)c2)N1c1ccccc1 (stereo unspecified)	20	-2	1.8	1	-1	-260	11	23	0	-30
Cc1ccnc(N2CCC(C(=O)NCc3ccccc3F)CC2)n1	-9	-4	-0.5	0	0	41	4	-5	-2	-4
CC(C)[C@H](NS(=O)(=O)c1ccccc1)C(=O)OCC(=O)NC(=O)c1cccn1C	-8	-4	-0.1	0	4	4	4	2	-1	-31
Cc1noc(C)c1S(=O)(=O)NCCCN1CCN(Cc2ccccc2)CC1	-1	2	-1.1	5	2	4	8	-1	-1	-12
CSCC[C@H](NC(=O)Cc1c(C)c2cc3c4c(oc3cc2oc1=O)CCCC4)C(=O)O	-15	3	-7.0	0	1	4	5	-6	-2	-51
CCOc1ccc(S(=O)(=O)NCCC(=O)OCN2C(=O)c3ccccc3C2=O)cc1	6	-8	-0.2	0	-2	-5	15	6	1	-18
C=CCN1C(=O)/C(=C\c2ccc(Cl)cc2)N=C1SCC(=O)NCCC	5	4	-0.9	-1	-1	-4	10	1	0	-4
CC(C)C(=O)Nc1nnc(SCC(=O)Nc2ccc3c(c2)OCO3)s1	7	-4	0.5	-1	3	11	3	-3	2	-18
O=C(c1ccc(C(=O)N2CCN(c3ccccc3F)CC2)nc1)N1CCN(c2ccccc2F)CC1	-6	4	0.2	x	1	1	20	3	0	-21
Cc1cccc(C)c1NC(=S)/N=C/N(C)C	11	-2	-0.2	-2	-1	16	13	-1	1	-15
CC(C)N(Cc1nc(-c2ccccc2)no1)C(=O)c1ccc([N+](=O)[O-])cc1	16	4	-0.1	0	-1	-7	8	-1	2	12
Cc1nc2ccc(N)cc2s1	-37	-4	x	-2	2	5	16	-39	-1	1
Cc1ccccc1OCC(=O)NN1Cc2ccccc2C1=N	6	4	-1.3	-4	0	1	4	-7	1	-43
O=S(=O)(c1ccccc1)N1CCN(C(=S)Nc2ccc(F)cc2)CC1	-2	-9	0.0	0	-4	24	19	-2	2	-4
Oc1[nH]c2ccccc2c1N=Nc1c(F)c(F)c(C(F)(F)F)c(F)c1F	13	-6	-0.9	-3	-4	-34	7	-1	-5	-37

# The list continues.
structure	HSF-1 act	IEC-6 tox	HIF act	GSK3A inh	HSP90 inh	aSyn 5UTR inh	AI-2 QS modul	HSF1 inhib	GSK3beta inhib	KLF5 inh
O=C(NNC(=O)C1[C@H]2CCCC[C@@H]12)Nc1cccc2ccccc12 (stereo partly specified)	-6	2	0.0	-1	-1	1	-5	-7	-5	0
CCOC(=O)CSc1cc(C)nc2ccc(OC)cc12	30	-1	0.1	2	-4	-1	9	14	1	-1
Cc1ccc(-n2cc(CNCCCn3cccn3)c(-c3cccc(C)c3)n2)cc1	8	-3	0.3	2	0	18	13	7	-1	-1
CCOC(=O)c1c(C)[nH]c(C(=O)CSc2nnnn2-c2ccc(C)cc2)c1C	-30	6	0.1	3	2	0	20	-10	-1	9
COCCn1c(CN(C)Cc2ccccc2)nc2c1c(=O)n(C)c(=O)n2C	-15	-3	-0.4	3	-2	5	31	-8	-2	-3
COC(=O)C1=C(Nc2ccc(C)cc2)C=C(C)C(C(=O)OC)C1c1ccc(OC)cc1 (stereo unspecified)	-5	6	0.7	2	1	57	13	-3	0	-38
CC(C)(C)/C(O)=C/c1nc2cc(Cl)ccc2oc1=O	-4	-1	-0.7	7	80*	-5	15	-2	-3	-37
CN(C)CC/C=C1/c2cc(F)ccc2Sc2ccc(Cl)cc21	13	x	0.3	5	x	-12	32	1	-8	x
O=[N+]([O-])c1ccc2c(c1)nc1n2CCCCC1	20	0	0.2	-4	1	5	3	7	-5	-8
Cc1cc(C)c2c(n1)sc1c(=O)n(Cc3ccc(F)cc3)cnc12	15	-7	-0.2	-2	-2	-12	12	6	3	-6
